14-3-3 PPI = 14-3-3 gamma protein interaction modulation; P61981; FP, 14-3-3gamma / TMR-pS259-Raf peptide binding; inhibition, % at 40 µM; 0.19% of 160,000 active; AID 422; in the data active = inhibition above about 30%;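 note: 0% = protein plus tracer without compound and 100% = blank with tracer alone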
Target sequence (P61981 whole entry, looked up): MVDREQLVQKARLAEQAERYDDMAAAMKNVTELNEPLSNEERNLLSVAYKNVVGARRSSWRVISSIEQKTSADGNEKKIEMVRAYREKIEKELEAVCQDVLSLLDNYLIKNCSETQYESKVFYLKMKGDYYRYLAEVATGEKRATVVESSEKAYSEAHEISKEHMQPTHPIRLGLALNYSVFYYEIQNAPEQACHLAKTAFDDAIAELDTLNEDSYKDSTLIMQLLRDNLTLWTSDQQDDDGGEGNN
Numbers without * were called inactive; & = joins results of further samples. Some of the compounds tested, so the mix of outcomes need not match the whole.

| smiles | 14-3-3 PPI |
| --- | --- |
| O=C(Nc1ccc(I)cc1)c1ccc(C(=O)Nc2ccc(I)cc2)cc1 | -14 |
| CC1CCN(C(=O)c2c(NC(=O)c3cccs3)sc3c2CCC(C(C)(C)C)C3)CC1 (stereo not given) | -2 |
| CC12CCC(C(=O)N3CCc4ccccc4C3)(OC1=O)C2(C)C (stereo not given) | -8 |
| CCn1c(SCC(=O)Nc2nc(-c3ccc(C)cc3)cs2)nnc1-c1ccccc1O | -2 |
| c1ccc(CCn2c3ccccc3c3nnc(SCCN4CCOCC4)nc32)cc1 | 1 |
| COC(=O)C(NC(=O)c1ccccc1)=C(C)C | -7 |
| Cc1cccc(N(CC(=O)Nc2ccc(F)cc2)S(C)(=O)=O)c1C | -2 |
| COc1cc(C2Nc3ccc4ccccc4c3C3=C2C(=O)CC(C)(C)C3)ccc1O (stereo not given) | -3 |
| CC(C)CC(=O)Nc1ccc2oc(-c3ccncc3)nc2c1 | -10 |
| Cc1cc(C)cc(NC(=O)CSc2nc3c(c(=O)n2-c2ccc(F)cc2)SCC3)c1 | -3 |
| COc1cc(OC)cc(C(=O)Nc2c3c(nn2-c2cc(C)cc(C)c2)CSC3)c1 | 3 |
| O=C(OCC(=O)N1CCN(C(=O)c2ccco2)CC1)c1ccccc1C(=O)c1ccccc1 | -3 |
| CCOC(=O)C1=C(C)Nc2ncnn2C1c1ccccc1OCC (stereo not given) | 0 |
| CCN(CC)c1nc2c(c(=O)n(C)c(=O)n2C)n1CC(=O)c1cccc(OC)c1 | 2 |
| O=C1CC(c2cc3c(cc2Br)OCO3)c2cc(Br)c3ccccc3c2N1 (stereo not given) | -8 |
| CC1(C)C(C=C(Cl)Cl)C1C(=O)Nc1nc2ccccc2s1 (stereo not given) | -26 |
| COC(=O)c1cc2ccccc2c(=O)s1 | -2 |
| COc1cc(OC)c(OC)cc1CN1CCN(Cc2cc(OC)c(OC)cc2[N+](=O)[O-])CC1 | 12 |
| O=C(c1ccccc1C(=O)N1CCN(c2ccc(F)cc2)CC1)N1CCN(c2ccc(F)cc2)CC1 | 2 |
| CCN(c1ccccc1)c1c([N+](=O)[O-])ccc2nonc12 | -6 |
| c1ccc(C2c3ccccc3OC3(c4ccccc4)CC23)cc1 (stereo not given) | -10 |
| COc1ccc2cc(C(=O)NCc3ccco3)c(=O)oc2c1 | 3 |
| Cc1csc(NC(=O)c2ccco2)n1 | 4 |
| CCC(=O)Nc1c2c(nn1-c1ccccc1)CSC2 | -5 |
| COc1cccc(OCC(O)CN2CCC(Cc3ccccc3)CC2)c1 (stereo not given) | -1 |
| CC(=Nc1ccc(C)c(C)c1)C1=C(O)CCC1=O | -1 |
| N#CCCn1cc(C(CC(=O)c2ccccc2)C(=O)O)c2ccccc21 (stereo not given) | 1 |
| COc1ccc(-n2nc(C(=O)N3CCCCC3)c3ccccc3c2=O)cc1 | 1 |
| O=C(NCc1cc2cc(Cl)ccc2[nH]1)c1cnn2c(C(F)(F)F)cc(-c3ccco3)nc12 | -28 |
| Nc1nc2c(ccc3ccccc32)s1 | -96 |

Molecules shown so far that have four or more nitrogen atoms:
| smiles | 14-3-3 PPI |
| --- | --- |
| CCn1c(SCC(=O)Nc2nc(-c3ccc(C)cc3)cs2)nnc1-c1ccccc1O | -2 |
| c1ccc(CCn2c3ccccc3c3nnc(SCCN4CCOCC4)nc32)cc1 | 1 |
| CCOC(=O)C1=C(C)Nc2ncnn2C1c1ccccc1OCC (stereo not given) | 0 |
| CCN(CC)c1nc2c(c(=O)n(C)c(=O)n2C)n1CC(=O)c1cccc(OC)c1 | 2 |
| O=C(c1ccccc1C(=O)N1CCN(c2ccc(F)cc2)CC1)N1CCN(c2ccc(F)cc2)CC1 | 2 |
| CCN(c1ccccc1)c1c([N+](=O)[O-])ccc2nonc12 | -6 |
| O=C(NCc1cc2cc(Cl)ccc2[nH]1)c1cnn2c(C(F)(F)F)cc(-c3ccco3)nc12 | -28 |

Next section
| smiles | 14-3-3 PPI |
| --- | --- |
| COc1cc(OC)c(Nc2cc(C)nc3nc(C)nn23)cc1Cl | -10 |
| COc1ccc(NC(=O)CN(C)S(=O)(=O)c2ccc(Br)s2)cc1 | -14 |
| CC1C(=O)N(C)C(=O)c2nc[nH]c21 (stereo not given) | 2 |
| Oc1c(I)cccc1C=Nc1ccc2nc(-c3ccccc3)oc2c1 | -40 |
| CCCC1CCC(c2ccc(C(=O)CCN(C)C)cc2)CC1 (stereo not given) | 1 |
| CCOC(=O)c1cnc2cc(Cl)c(OC)cc2c1NCc1ccccc1OC | -3 |
| COC(=O)c1c(-c2ccncc2)csc1NC(=O)c1ccoc1C | -7 |
| Cc1cc(Nc2ccncc2)n2c(nc3ccccc32)c1C#N | -57 |
| C=CCn1c(COc2ccccc2)nnc1SCC(=O)Nc1ccc2c(c1)OCCO2 | -6 |
| O=S(=O)(NC1CCCCC1)c1ccc(Br)s1 | -23 |
| CCOC(=O)C1=CN(c2ccc(C)c(C)c2)C=C(C(=O)OCC)C1c1cc(Br)ccc1OC | 0 |
| CCOC(=O)c1c(N)oc2c(-c3ccc(C)cc3)c3c(C(=O)OCC)c(N)oc3cc12 | -47 |
| Oc1ccc(Cl)cc1-c1cc(-c2ccccc2)n[nH]1 | -3&-7 |
| CCC(=O)Nc1nc2ccccc2n1CCN(CC)CC | -6 |
| CCOC(=O)C1CCN(C(C(=O)NC2CCCCC2)c2ccccc2)CC1 (stereo not given) | -13 |
| Cc1nc(N2CCOCC2)[nH]c(=O)c1CCC(C)C | -5 |
| COC(=O)c1cn(CC(=O)NCc2ccco2)c2ccccc12 | 1 |
| COc1ccc(CN=Cc2c(NCc3ccc(OC)cc3)nc3c(C)cccn3c2=O)cc1 | -53 |
| COc1ccc(-c2nc(SCC(=O)Nc3cc(OC)ccc3OC)c3c(=O)n(C)c(=O)n(C)c3n2)cc1 | 0 |
| CCC1CCc2c(sc(NC(=O)C3c4ccccc4Oc4ccccc43)c2C#N)C1 (stereo not given) | -12 |
| CC(=O)c1c(C)nc2ccc(C)cc2c1-c1ccccc1 | -4 |
| Cc1cccc(NC(=O)c2ccc(NCCc3ccccc3)c([N+](=O)[O-])c2)c1 | -25 |
| CCn1c(CC(C)C)n[nH]c1=S | -1&-4 |
| CCCc1ccc(Oc2c(C(F)(F)F)oc3cc(OC(C)=O)ccc3c2=O)cc1 | 6 |
| CC1CCc2c(sc3ncnc(N4CCCCCC4)c23)C1 (stereo not given) | -13 |
| Cc1ccc(-n2nc3c(c2NC(=O)c2cc(Cl)ccc2[N+](=O)[O-])CSC3)cc1 | 3 |
| Ic1ccc(Nc2nc(-c3cccnc3)nc3ccccc23)cc1 | -59 |
| CC1=C(C(=O)OCC(Cl)(Cl)Cl)C(c2ccccc2F)NC(=O)N1 (stereo not given) | -5 |
| O=C(Nc1cccc(NC(=O)c2cccc3c(Br)cccc23)c1)c1cccc(Cl)c1 | -10 |
| COc1ccc(CN(C(=O)c2cccs2)c2nccs2)cc1OC | -3 |
| O=C1CC(c2ccc(Cl)cc2)CC2=C1C(c1cccc(O)c1)Nc1ccccc1N2 (stereo not given) | -4 |
| CC(C)CC(=O)Nc1cccc(-c2nc3ccccc3o2)c1 | -4 |
| COCC(C)n1c(COc2ccccc2F)nnc1SCc1c(C)noc1C (stereo not given) | -3 |
| CC1CCC(C(C)C)C(OC(=O)C[n+]2cc(-c3ccc(Cl)cc3)n3c2CCC3)C1 (stereo not given) | 1 |
| CC1CC(N(C(=O)c2ccco2)c2ccccc2)c2ccccc2N1 (stereo not given) | -8&-3 |
| COc1ccc2nc3sc(C(=O)Nc4ccccc4F)cc3cc2c1 | -4 |
| COc1ccc(Nc2nnc(-c3cc4c(CO)cnc(C)c4oc3=O)s2)cc1Cl | -6 |
| CC(C)CN(CC(C)C)C(=O)c1c[nH]c2ccc(S(=O)(=O)Nc3ccccc3F)cc2c1=O | 17 |
| NC(=O)CCC(NC(N)=O)C(=O)O (stereo not given) | 1 |
| O=C(c1cccc(Cl)c1)N1N=C(c2ccc(Br)cc2)CC1(O)C(F)(F)F (stereo not given) | -7 |
| CC1CCCCC1NC(=O)C1(O)c2ccccc2NC(=O)N1c1ccccc1 (stereo not given) | -6 |
| CCOc1ccc2nc(NC(=O)c3ccc(OC)c(OC)c3)sc2c1 | -1 |
| CCOC(=O)CC(N)c1ccc(C)cc1 (stereo not given) | -9 |
| CC(NC(=O)Nc1nnc(C(F)(F)F)s1)(C(F)(F)F)C(F)(F)F | 5 |
| CCCCOC(=O)c1cccc(NC(=O)c2ccc(C)cc2)c1 | 3 |
| Cc1c(CN(C)C(=O)CSc2nc(-c3ccco3)cc(C(F)(F)F)n2)cnn1C | -24 |
| Cc1cccc(Cn2c(=O)n(Cc3ccccc3)c(=O)c3ccccc32)c1 | 0 |
| O=C(c1ccc2c(=O)n(CCc3ccccc3)c(SCc3cccc([N+](=O)[O-])c3)nc2c1)N1CCCCC1 | -6 |
| O=C1NCCN1C(=O)c1cccc(Cl)c1 | -9 |
| COCCn1c(SCC(=O)c2ccccc2)nc2c1c(=O)[nH]c(=O)n2C | -4 |
| COc1ccc(OC)c(C2NC(=O)NC(C)=C2C(=O)Nc2cccc(C)c2C)c1 (stereo not given) | -5 |
| Cc1c(Br)c([N+](=O)[O-])nn1CCCC(=O)Nc1sc2c(c1C#N)CCC(C(C)(C)C)C2 (stereo not given) | -6 |
| COc1ccccc1Nc1ncnc2sc3c(c12)CCCC3 | 0 |
| O=C(NC(Cc1ccccc1)C(=O)NCc1ccccn1)c1ccco1 (stereo not given) | -6 |
| O=C1CSC(c2ccc(Cl)cc2)N1c1cc(Cl)ccc1O (stereo not given) | 10 |
| Cc1ccc(-n2c(=O)[nH]c3cc(C(=O)NCCc4ccc(Cl)cc4)ccc3c2=O)cc1 | 1 |
| O=C(Nc1ccc(-c2nc3cc(Cl)ccc3o2)cc1)C(F)(F)F | -61 |
| Cc1ccc(CCNC(=O)CCNS(=O)(=O)c2ccc3c(c2)c(=O)n(C)c(=O)n3C)cc1 | 15 |
| COc1ccc(-c2ccc(-c3noc(-c4ccccc4C)n3)c(OC)n2)cc1 | -14 |
| CCCCn1c(Cl)nc2c1c(=O)n(C)c(=O)n2C | 2 |

(list continues)
| smiles | 14-3-3 PPI |
| --- | --- |
| O=C(CCCCn1c(=O)c2ccccc2n(Cc2ccc(Cl)cc2)c1=O)NCc1ccco1 | -2 |
| COc1ccc(OC)c(C2C(C(=O)N(C)C)=C(C)Nc3nc4ccccc4n32)c1 (stereo not given) | -4&-11 |
| O=C1CCCc2c1[nH]c1ccc(Br)cc21 | -12 |
| CC(C)(C)C(=O)N1N=C(c2cccc(NS(C)(=O)=O)c2)CC1c1ccco1 (stereo not given) | -265 |
| CCOc1ccc(C(=O)N2CCN(C(=O)c3ccco3)CC2)cc1OCC | 4 |
| COCCOCC(O)CN1CCN(c2ccccc2)CC1 (stereo not given) | -3&-3 |
| Cc1cccc2c(=O)oc(-c3ccc4c(c3)C(=O)N(CC3CCCO3)C4=O)nc12 (stereo not given) | 0 |
| COc1cc2c(cc1OC)C(COc1ccc(F)cc1)N(C(=O)c1ccc([N+](=O)[O-])cc1)CC2 (stereo not given) | -123 |
| COCCOC(=O)C1=C(N)OC2=C(C(=O)CC(C)(C)C2)C1c1ccncc1 (stereo not given) | 9 |
| CCn1nccc1C(=O)NC1=C(C#N)CCC1 | 3 |
| CC(C)c1ccc(S(=O)(=O)N2CCN(C(=O)C3CCCCC3)CC2)cc1 | 0 |
| COC(=O)C1=C(C)NC2=C(C(=O)CC(c3ccccc3Cl)C2)C1c1ccc(F)cc1 (stereo not given) | -7 |
| COc1ccc(OC)c(-n2cnc3cc(C(=O)NCc4ccccc4Cl)ccc32)c1 | -178 |
| O=C(Nc1ccc(N2CCOCC2)cc1)Nc1ccc2nc(-c3ccco3)c(-c3ccco3)nc2c1 | -15 |
| O=S(=O)(c1cccc2cccnc12)N1CCOCC1 | -4 |
| COc1ccc(Br)cc1-c1nc(C)c(C(C)=O)n1O | -1 |
| O=C(NCc1ccccc1Cl)c1cc2n(n1)C(C(F)(F)F)CC(c1ccc(Cl)cc1)N2 (stereo not given) | 0 |
| O=C(Nc1ccc(Br)cc1F)c1sccc1-n1cccc1 | -8 |
| CCOC(=O)C1=C(C)NC2=C(C(=O)CC(c3cccs3)C2)C1c1ccc(C(F)(F)F)cc1 (stereo not given) | -28 |
| CC1=C(C(=O)OCCOc2ccccc2)C(c2ccccc2OCc2ccccc2)C2=C(CCCC2=O)N1 (stereo not given) | -3 |
| Cc1ccc(Cn2ncc3c(N4CCN(Cc5ccc(Cl)cc5)CC4)ncnc32)cc1 | 0 |
| CCN(CC)C(=O)Cn1c(=O)n(-c2ccc(Cl)cc2)c(=O)c2c3c(sc21)CCC3 | -1 |
| C=C(C)CSc1nc2sc3c(c2c(=O)n1CC(=C)C)CC(C)(C)OC3 | -5 |
| COc1ccccc1N1C(=O)c2cccc(NC(C)=O)c2C1=O | -3 |
| CC(C)(C)NC(=O)CSc1nc2ccccc2[nH]1 | 5 |
| O=C(Cn1c(=O)n(CC2CCCO2)c(=O)c2ccccc21)c1ccc(Cl)s1 (stereo not given) | -37 |
| Cn1c(-c2ccccc2O)n[nH]c1=S | 7 |
| CCCCNC(=O)c1c(C)cc(=O)oc1C | -9 |
| O=C(Cc1cccs1)Nc1ccon1 | -8 |
| COC(=O)c1ccc(-n2nnnc2SCC(=O)Nc2cc(OC)ccc2OC)cc1 | 0 |
| CCOC(=O)C1=C(C)NC2=C(C(=O)CCC2)C1c1ccc(OC)c(Br)c1 (stereo not given) | 1 |
| COc1ccc(N=c2scc(-c3ccc4c(c3)OCCO4)n2CCO)cc1 | 5 |
| Cc1cc(C(=O)Nc2cccc(C(F)(F)F)c2)no1 | -16 |
| O=S(=O)(c1ccc(S(=O)(=O)N2CCCN(Cc3ccccc3)C2)cc1)N1CCCCCC1 | -3 |
| CCN1CCN(C(c2cc3cccc(C)c3[nH]c2=O)c2nnnn2Cc2ccccc2)CC1 (stereo not given) | -4 |
| O=C(NCCc1ccccc1)C1CCCN1C(=O)Nc1ccc(F)cc1 (stereo not given) | 5 |
| COc1cccc(-c2nn(C)c3sc(C(=O)NCc4ccco4)cc23)c1 | -4&-11 |
| O=C(CCCn1c(=S)[nH]c2ccsc2c1=O)NCc1ccco1 | -3&-3 |
| Cn1c(SCC(=O)NC2CCCC2)nc2cccnc21 | 1 |
| Cc1ccc2[nH]c(=O)c(C(c3nnnn3CC3CCCO3)N3CCCc4ccccc43)cc2c1 (stereo not given) | 1 |

Bioassay records (PubChem)
